# DSG3 Ab inh: blocks pemphigus antibody binding to human desmoglein-3; P32926; DSG3-coupled beads, scFv-anti-DSG3-GFP binding, flow cytometry; stronger effect = lower value; actives 0.48% (n = 310,000); binding (percent of control), % at 10 µM;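 active = binding more than 3 SD below its plate's average and above zero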;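 note: hits lower antibody fragment binding to DSG3; some compounds called inactive have numbers as strong as hits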
# Target sequence (P32926 whole entry, looked up, the tested form may be a part): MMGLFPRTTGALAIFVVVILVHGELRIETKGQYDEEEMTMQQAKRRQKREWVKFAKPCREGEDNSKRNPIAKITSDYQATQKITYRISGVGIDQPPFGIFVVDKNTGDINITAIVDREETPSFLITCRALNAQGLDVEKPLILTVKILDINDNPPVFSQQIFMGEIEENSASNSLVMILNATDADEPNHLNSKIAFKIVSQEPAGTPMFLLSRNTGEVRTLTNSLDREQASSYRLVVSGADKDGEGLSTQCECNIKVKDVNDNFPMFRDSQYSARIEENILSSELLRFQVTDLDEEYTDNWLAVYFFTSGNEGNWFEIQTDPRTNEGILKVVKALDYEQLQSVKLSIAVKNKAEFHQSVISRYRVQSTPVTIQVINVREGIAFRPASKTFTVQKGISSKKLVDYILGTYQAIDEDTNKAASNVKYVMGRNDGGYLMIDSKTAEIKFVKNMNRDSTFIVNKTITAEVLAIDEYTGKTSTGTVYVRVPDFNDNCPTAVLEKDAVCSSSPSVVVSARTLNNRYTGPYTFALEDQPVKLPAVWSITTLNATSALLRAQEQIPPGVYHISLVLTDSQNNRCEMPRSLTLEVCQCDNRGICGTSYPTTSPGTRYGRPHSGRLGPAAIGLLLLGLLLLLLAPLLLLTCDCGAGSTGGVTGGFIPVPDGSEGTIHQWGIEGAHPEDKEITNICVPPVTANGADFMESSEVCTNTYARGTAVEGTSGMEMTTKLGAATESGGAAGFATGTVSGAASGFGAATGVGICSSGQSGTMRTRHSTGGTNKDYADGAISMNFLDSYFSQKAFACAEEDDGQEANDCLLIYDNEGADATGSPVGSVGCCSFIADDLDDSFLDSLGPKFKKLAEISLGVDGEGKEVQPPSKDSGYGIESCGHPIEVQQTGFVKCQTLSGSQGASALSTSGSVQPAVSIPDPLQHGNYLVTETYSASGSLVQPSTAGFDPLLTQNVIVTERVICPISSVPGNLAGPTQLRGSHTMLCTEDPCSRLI
# Arrestin-AP2 inh: inhibitors of human beta-arrestin and AP2 interaction | actives 0.31% (n = 340,000) | inhibition, % at 10 µM | FITC-arrestin peptide / GST-AP2 beads, flow cytometry; AP2 beta2 appendage carries R879A mutation | AID 504490;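 active = inhibition above a set limit, near 3 SD of compounds lacking own fluorescence, cut at about 54% in these data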;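 note: plate controls were DMSO wells for no effect and 5 µM unlabelled arrestin peptide for full effect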
#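 Material – GST-tagged AP2 beta2-adaptin appendage (R879A) on 4 µm glutathione beads · Probe or stimulus – fluorescein-tagged arrestin peptide at 50 nM final · Timing – 12 min plus 1 h, RT · Detection – bead flow cytometry, FITC channel · Read-out basis – inhibition as reduced fluorescein signal on beads, percent · Medium – PBS plus Tween 20 (0.05%) and BSA (0.1%)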
# RTF Ca sens act: cardiac RTF calcium sensitization. P19429+P45379. AID 493008. actives 0.24% (n = 340,000). activation, % at 7.2 µM. IANBD-labeled TnC RTF fluorescence at EC20 calcium; 0% EC20 calcium, 100% full calcium;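 active = activation above the mean over all tested compounds plus 3 SD, cut at about 30% in these data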;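 note: rise in fluorescence read as greater calcium sensitivity of cardiac thin filaments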
# OPRM1-OPRD1 ag: OPRM1-OPRD1 heterodimerization agonism | P35372+P41143 | cells, luminescence | activation, % at 9.3 µM | actives 0.3% (n = 340,000); in the data active = activation above about 18%;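 note: 0% = vehicle-treated cells and 100% = reference agonist; values of inactives mirror those of a sister screen read the other way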
# C-LANA FP: inhibitors of KSHV LANA C-terminal domain DNA binding | MBP-C-LANA/FAM-LBS DNA binding, fluorescence polarization | inhibition, % at 9 µM | actives 0.078% (n = 340,000) | AID 504423;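 active = highest replicate inhibition at or above 60% at 9 µM, even if other replicates fall short; inactive = all replicates below 60% inhibition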;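 note: 0% = neutral control wells and 100% = 4 µM acridine orange control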
# RTF Ca sens inh: cardiac RTF calcium desensitization; P19429+P45379; IANBD-labeled cardiac RTF, Ca2+ fluorescence; inhibition, % at 7.15 µM; actives 0.12% (n = 340,000);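 active = inhibition above the mean inhibition of all tested compounds plus 3 SD, cut at about 17% in these data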;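 note: assay run at fixed EC70 calcium of 1.6 mM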
# MOR-DOR inv ag: inverse agonists of human mu-delta opioid receptor heterodimerization; P35372+P41143; cell-based MOR-DOR heterodimer luminescence, inverse agonism; inhibition, % at 9.3 µM; actives 0.21% (n = 340,000); in the data active = inhibition above about 22%, passing the limit was not always enough;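 note: 0% = cells with DMSO and 100% = wells without cells with DMSO; values of inactives mirror those of a sister screen read the other way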
# Wnt act: Wnt/beta-catenin pathway activation | Wnt/beta-catenin reporter cell assay, activator, plate reader | AID 743398 | activation, % at 9.35 µM | actives 1.2% (n = 300,000); in the data active = activation above about 30%, passing the limit was not always enough;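 note: 0% = neutral control wells and 100% = positive control wells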
# Keap1-Nrf2 PPI: disrupts human Keap1 binding to Nrf2 peptide | inhibition, % at 9.4 µM | AID 504523 | actives 0.15% (n = 340,000) | Q14145 | Keap1 Kelch-Nrf2 peptide fluorescence polarization, 1536-well; in the data active = inhibition above about 12%;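 note: human Keap1 Kelch domain with fluorescein labeled Nrf2 9mer peptide probe; 0% = neutral control wells and 100% = peptide positive control; higher means more block of Keap1 binding to Nrf2 peptide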
# V-ATPase pHluor: alters yeast V-ATPase proton transport | S. cerevisiae, pHLuorin cytosolic pH fluorescence | response, % at 10 µM | actives 0.37% (n = 350,000) | AID 504577; in the data active = response mostly above about 7.3%, no sharp cut-off; inactive = mostly below about 5.4%; note: actives read high; inactives centre near 0; some compounds called inactive have numbers as strong as hits; reference of the scale not given here
# * = called active by the depositor; x = no result given. Not all compounds are listed, so the mix of outcomes need not match the whole.
SMILES,DSG3 Ab inh,Arrestin-AP2 inh,RTF Ca sens act,OPRM1-OPRD1 ag,C-LANA FP,RTF Ca sens inh,MOR-DOR inv ag,Wnt act,Keap1-Nrf2 PPI,V-ATPase pHluor
CN(C)C(=O)Oc1cccc2c(OC(=O)N(C)C)cccc12,x,12,0,-1.1,-0.4,11,6,2,-5,2
C[C@]12CCC3C(CC[C@H]4C[C@H](O)[C@H](O)C[C@]34C)C1CC[C@@H]2O (stereo partly specified),91,-3,4,-1.7,-2.0,-2,8,-2,-3,-1
CCC1=Nc2cc(C(=O)N3CCC4(CC3)OCCO4)ccc2Sc2ccccc21,94,6,0,-2.3,0.0,-1,12,-3,0,0
CCC(=O)N1CCN(CCN=Cc2c(O)n(C)c(=O)n(C)c2=O)CC1,87,25,-3,-0.8,0.2,-2,4,1,-3,-5
CC(C)CC12CN3CCN(CC(C3)C1O)C2 (stereo unspecified),101,25,1,-3.6,0.3,2,18,-4,-5,-5
O=C(N/N=C/c1c(O)n(Cc2ccco2)c(=O)[nH]c1=O)c1ccccc1O,93,-4,-2,-4.7,3.3,-6,26,2,1,-2
CCCCNC(=O)c1c(N)n(Cc2ccc3c(c2)OCO3)c2nc3ccccc3nc12,78,17,0,1.4,0.6,0,-8,-1,3,-4
CC(C)N1C(=O)/C(=C/C=C/c2ccco2)C(=O)N(Cc2ccco2)C1=O,96,-6,0,-0.1,-2.5,-13,1,12,-19,1
Cc1nc2ccccc2c(=O)n1-n1cnnc1,101,-10,-2,0.9,-1.7,-12,-5,x,-1,1
COC(=O)C1=C(c2cc3ccccc3s2)C[C@@H]2CC[C@H]1N2C(=O)NCc1ccc(F)cc1,107,-1,-5,-1.9,0.3,-5,11,0,1,5
CCCCn1c(=O)c(C(=O)Nc2ccccc2)c(O)c2ccccc21,118,6,1,-0.4,-0.3,-5,2,1,-2,-1
Cn1c(O)c(C=NC2CC3CCC2(C)C3(C)C)c(=O)[nH]c1=O (stereo unspecified),100,3,-4,-1.2,-0.9,2,5,-1,3,-1
O=C1CN=C(c2cccs2)c2c(sc3c2CCCC3)N1,105,-2,-1,-0.9,-0.3,1,4,x,-5,-2
CC(=NC1CCN(Cc2ccccc2)CC1)c1c(O)n(C)c(=O)n(C)c1=O,108,12,3,-3.4,0.3,-17,17,x,-4,2
CCOC(=O)C1C(=O)N(C)C2(C)CC1c1ccccc1O2 (stereo unspecified),105,18,-2,-0.8,0.8,-25,5,-5,0,1
O=c1c2ccccc2ncn1-c1ccc([N+](=O)[O-])c(C(F)(F)F)c1,95,12,6,2.0,-0.9,-3,-10,x,-2,1
CCOc1cc(C2C(C#N)=C(N)Oc3c2c(=O)oc2ccccc32)ccc1OC(=O)c1cccs1 (stereo unspecified),103,8,-4,0.3,0.6,2,-2,-2,-5,-2
CN1C(=O)C(=Cc2ccc(N3CCOCC3)o2)C(=O)N(C)C1=O,125,3,72*,-1.7,-19,-84,9,0,-65,-5
O=C(/C=C/c1ccc2c(c1)OCO2)c1c(O)n(CCC2=CCCCC2)c(=O)[nH]c1=O,124,-2,5,-1.2,2.0,1,7,-1,-3,1
O=C(COc1ccccc1Cl)N1CCCC(N2CCN(c3ccc(F)cc3)CC2)C1 (stereo unspecified),100,1,5,-2.0,-0.3,-12,10,-1,3,-1
CCCCNC(=O)Nc1ccc(C(O)(C(=O)OC)C(F)(F)F)cc1 (stereo unspecified),105,26,0,-1.3,0.6,-5,7,x,0,-2
CCOC(=O)c1ccc2c(c1)n(Cc1ccccc1)c(C)[n+]2CC,107,5,1,1.1,-0.2,2,-6,0,-2,-2
O=C1NC(=S)N(c2ccc(F)cc2)C(=O)/C1=C\c1ccoc1,85,-12,-23,-4.5,88*,27*,21,x,-19,-1
CC(C)(C)C(=O)OC[N+](C)(C)CCOC(=O)C(O)(c1ccccc1)C1CCCC1 (stereo unspecified),103,22,-5,-1.7,2.3,2,9,0,-5,1
CCOP(=O)(Cc1cc(C(=O)CC)c(C)o1)OCC,105,10,x,x,x,x,x,3,x,0
CCOC(=O)C(O)(c1ccc(NC(=S)NC(=O)c2ccc(Cl)cc2Cl)cc1)C(F)(F)F (stereo unspecified),x,14,-1,4.3,-0.9,-13,-23,-7,-3,2
Cc1c(C(=O)C(=O)N2CCC3(CC2)OCCO3)c2ccccc2n1C,96,4,8,0.0,1.7,-11,0,7,-6,3
O=C1/C(=C/c2cccnc2)N2CCC1CC2,96,4,0,-0.5,-2.0,-5,3,-2,-7,-2
CCCC[N+]12CCC(CC1)C(Cc1ccccc1)C2 (stereo unspecified),96,2,x,x,x,x,x,4,x,3
CN1CCN(C(=O)COc2ccc(C(C)(C)C)cc2Br)CC1,105,14,2,0.7,0.6,-9,-4,-5,1,1

# Copied from above for reference:
SMILES,DSG3 Ab inh,Arrestin-AP2 inh,RTF Ca sens act,OPRM1-OPRD1 ag,C-LANA FP,RTF Ca sens inh,MOR-DOR inv ag,Wnt act,Keap1-Nrf2 PPI,V-ATPase pHluor
CCOc1cc(C2C(C#N)=C(N)Oc3c2c(=O)oc2ccccc32)ccc1OC(=O)c1cccs1 (stereo unspecified),103,8,-4,0.3,0.6,2,-2,-2,-5,-2
CN1C(=O)C(=Cc2ccc(N3CCOCC3)o2)C(=O)N(C)C1=O,125,3,72*,-1.7,-19,-84,9,0,-65,-5
O=C(/C=C/c1ccc2c(c1)OCO2)c1c(O)n(CCC2=CCCCC2)c(=O)[nH]c1=O,124,-2,5,-1.2,2.0,1,7,-1,-3,1
O=C(COc1ccccc1Cl)N1CCCC(N2CCN(c3ccc(F)cc3)CC2)C1 (stereo unspecified),100,1,5,-2.0,-0.3,-12,10,-1,3,-1
CCCCNC(=O)Nc1ccc(C(O)(C(=O)OC)C(F)(F)F)cc1 (stereo unspecified),105,26,0,-1.3,0.6,-5,7,x,0,-2
CCOC(=O)c1ccc2c(c1)n(Cc1ccccc1)c(C)[n+]2CC,107,5,1,1.1,-0.2,2,-6,0,-2,-2
O=C1NC(=S)N(c2ccc(F)cc2)C(=O)/C1=C\c1ccoc1,85,-12,-23,-4.5,88*,27*,21,x,-19,-1
CC(C)(C)C(=O)OC[N+](C)(C)CCOC(=O)C(O)(c1ccccc1)C1CCCC1 (stereo unspecified),103,22,-5,-1.7,2.3,2,9,0,-5,1
CCOP(=O)(Cc1cc(C(=O)CC)c(C)o1)OCC,105,10,x,x,x,x,x,3,x,0
CCOC(=O)C(O)(c1ccc(NC(=S)NC(=O)c2ccc(Cl)cc2Cl)cc1)C(F)(F)F (stereo unspecified),x,14,-1,4.3,-0.9,-13,-23,-7,-3,2
Cc1c(C(=O)C(=O)N2CCC3(CC2)OCCO3)c2ccccc2n1C,96,4,8,0.0,1.7,-11,0,7,-6,3

# (listing goes on)
SMILES,DSG3 Ab inh,Arrestin-AP2 inh,RTF Ca sens act,OPRM1-OPRD1 ag,C-LANA FP,RTF Ca sens inh,MOR-DOR inv ag,Wnt act,Keap1-Nrf2 PPI,V-ATPase pHluor
Cc1ccc2c(c1)C1CN(C)CCC1N2C(=O)c1cccnc1Cl (stereo unspecified),101,-5,-4,x,-0.8,-1,x,0,-8,0
NC(Cc1nc2ccccc2[nH]1)c1ccc(Cl)cc1 (stereo unspecified),100,-11,8,-1.9,-0.7,-8,10,7,-5,1
CCOC(=O)c1ccc(NC(=O)N2C[C@@H]3C[C@@H](C2)c2cccc(=O)n2C3)cc1,99,14,-4,-0.4,-2.1,1,2,-3,7,-3
Cn1cccc1CN1CCN(C(=O)COc2ccccc2)CC1,104,21,1,-0.8,3.0,-3,4,x,1,3
COc1cc(CNCCc2ccc3c(c2)OCO3)ccc1O,117,11,0,1.2,-1.0,-4,-6,0,-7,-1
O=C1c2ccccc2C(=O)N1Cc1nc2ccccc2c(=O)n1-c1ccc(Br)cn1,106,2,4,-1.7,0.5,-3,10,x,-6,1
CCOC(=O)C1(CCCc2ccccc2)CCN(C2CCC2)CC1,100,45,2,-3.3,1.4,0,17,-1,2,-2
CCCCn1c(=O)c(C(=O)Nc2ccccn2)c(O)c2ccccc21,113,9,0,0.1,1.3,-10,0,-1,-6,4
O=C1CC(=O)N(c2ccccc2)C(=O)N1c1ccccc1,111,38,2,-3.1,0.0,-1,16,4,-6,2
CCN(CC)CCCNC(=O)c1c(O)c2ccccc2n(Cc2ccccc2)c1=O,99,-2,2,-0.8,0.4,-2,3,x,-5,0
CCC(C)NC(=O)c1c(N)n(Cc2ccc3c(c2)OCO3)c2nc3ccccc3nc12 (stereo unspecified),97,2,0,0.4,-0.2,-4,-2,-11,-6,-7
COc1ncccc1C(=O)NCC(CC(=O)O)c1ccccc1 (stereo unspecified),102,29,-4,-2.8,1.2,-7,13,x,-4,1
COc1ccc2[nH]cc(CCN(C)C)c2c1,101,3,3,-1.4,-1.3,9,8,1,1,3
CN(C)c1nc(-c2ccccc2)[n+](C)s1,97,-21,-5,-0.1,-1.1,-9,0,x,4,2
FC(F)(F)c1ccc(NC2=NCCCS2)cc1,110,8,-4,0.3,2.9,0,-2,4,-3,0
Cc1ccsc1C(=O)C1CCCN(Cc2sc(N(C)C)nc2Cl)C1 (stereo unspecified),98,-5,-1,-1.4,0.5,4,8,-13,-2,-1
CCOP(=O)(OCC)C(NC(=O)c1cccc(C)c1)C(Cl)(Cl)Cl (stereo unspecified),116,10,5,-0.7,1.2,-9,4,3,-3,2
COc1ccc(CCNCc2sccc2C)cc1OC,99,6,-6,0.4,-0.1,4,-2,1,0,-2
